Screening results (PubChem BioAssay)
KB-3-1 cytotox – KB-3-1 parental cell cytotoxicity; Potency, µM (highest dose often 46.1 µM), for the others: top-dose activity change, negative = cytotoxic, usual class: cytotoxic; KB-3-1 viability, CellTiter-Glo ATP luminescence, 72 h; 1.4% of 400,000 active; note: potency is the fitted concentration of half-maximal effect; % is set by controls: 0 for no effect and ±100 for the full control effect; nearly all actives have a fitted effect of over 60% in size
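Using CellTiter-Glo luminescence, growth of non-resistant KB-3-1 adenocarcinoma cells is assessed 72 h after pin-tool compound addition at 37 °C. Normalized responses across the concentration series yield fitted curves.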
IL-1B inflam inh – inflammasome signaling inhibition, IL-1 beta readout; THP-1 LPS/ATP IL-1B secretion, AlphaLISA, 16 h; active compounds read low; activity change, % at 57.5 µM; 4.7% of 360,000 active; AID 743279; in the data active = activity change below about -50%; inconclusive = mostly about -30% to -49%; note: % is set by controls: 0 for no effect and ±100 for the full control effect
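THP-1 cells pretreated 1 hr with compounds (up to 57.5 uM final), then stimulated with LPS (250 ng/mL final) plus ATP (1.25 mM final); secreted IL-1B measured by AlphaLISA after 16 hr, decreased signal indicating inhibition.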
ATXN2 expr inh – reduces ATXN2 reporter expression in HEK-293 cells | HEK-293 ATXN2-luciferase reporter, luminescence, 24 h | Potency, µM (doses to about 57 µM), without a hit: at the highest dose activity change, negative = inhibition, usual class: inhibitors | 0.72% of 360,000 active; note: potency is the fitted concentration of half-maximal effect; % is set by controls: 0 for no effect and ±100 for the full control effect; nearly all actives have a fitted effect of over 55% in size
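qHTS (up to 57 uM final) was run with 24 h compound exposure of reporter cells at 37 °C. Each well was multiplexed: SteadyGlo luminescence measured ATXN2-luciferase expression after a fluorogenic Gly-Phe-AFC viability readout (25 uM final).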
SW480 rerep – induces DNA re-replication in SW480 colon adenocarcinoma cells. SW480 DNA re-replication, Hoechst DNA content imaging, 48 h. Potency, µM (doses to about 46.1 µM), inactives show top-dose re-replication activation, most hits filed as activators. 1.8% of 340,000 active; note: potency is the fitted concentration of half-maximal effect; % of control where 0% means no effect; nearly all actives have a fitted effect of over 55% in size
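Image-based DNA-content assay: after two days of treatment, nuclei were labelled with the DNA dye Hoechst and imaged, and hits were compounds raising the count of nuclei showing high fluorescence intensity.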
HT1080 IDH1KD tx – HT-1080 IDH1 knockdown cell toxicity (counter line); HT-1080 IDH1 knockdown viability, ATP luminescence, 48 h; Potency, µM (doses to about 46.1 µM), for the others: top-dose activity, negative = toxicity, most hits filed as cytotoxic; 2% of 360,000 active; AID 686971;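 note: potency is the fitted concentration of half-maximal effect; 0% = DMSO wells and -100% = cell-free medium wells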
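HT-1080-IDH1KD cells (IDH1 knocked down), 750/well in RPMI with 5% FBS, treated with compound 48 h at 37 degrees C. Viability by CellTiter-Glo luminescence, normalised to DMSO and no-cell wells; concentration-response curves classed.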
WRN helicase inh – inhibitors of human WRN helicase; Q14191; WRN helicase unwinding, fluorescent forked duplex, kinetic; Potency, µM (highest dose often 114 µM), without a hit: at the highest dose activity change, negative = inhibition, hits mostly inhibitors; 0.46% of 360,000 active; note: potency is the fitted concentration of half-maximal effect; % is set by controls: 0 for no effect and ±100 for the full control effect; nearly all actives have a fitted effect of over 55% in size
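WRN at 20 nM final was preincubated with compound for 15 min at room temperature; reaction started with 100 nM forked duplex oligonucleotide carrying fluorophore and quencher plus 2 mM ATP (final). Unwinding followed kinetically by red fluorescence (ex 525/em 598 nm).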
KB-V1 MDR tox – KB-V1 MDR subline cytotoxicity | Potency, µM (doses to about 46.1 µM), without a hit: at the highest dose activity change, negative = cytotoxicity, most hits filed as cytotoxic | AID 1347076 | KB-V1 MDR cells viability, CellTiter-Glo, 72 h | 3.4% of 400,000 active; note: potency is the fitted concentration of half-maximal effect; % is set by controls: 0 for no effect and ±100 for the full control effect; nearly all actives have a fitted effect of over 60% in size
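KB-V1 MDR subline cells in DMEM (phenol-red free, 10% FBS) exposed to compounds in qHTS concentration series for 72 h at 37 degrees C. Viability read by CellTiter-Glo luminescence; concentration-effect curves fitted after normalization and correction.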
MCF10A rerep – induces DNA re-replication in MCF 10a normal breast cells; Potency, µM (highest dose often 46.1 µM), without a hit: top-dose activity, positive = re-replication, most hits filed as activators; AID 624296; 2.9% of 350,000 active; MCF 10A DNA re-replication, Hoechst nuclear intensity, 48 h; note: potency is the fitted concentration of half-maximal effect; % of control where 0% means no effect; nearly all actives have a fitted effect of over 50% in size
HT1080NT lethal – kills 2HG-producing HT-1080-NT fibrosarcoma cells; HT-1080-NT fibrosarcoma viability, CellTiter-Glo ATP luminescence, 48 h; Potency, µM (doses to about 46.1 µM), for the others: at the highest dose activity, negative = less viability, actives largely listed as cytotoxic; 1.6% of 360,000 active; AID 686970;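 note: NT is the 2HG producing partner of a matched IDH1 knockdown line; potency is the fitted concentration of half-maximal effect; 0% = DMSO-treated cells and -100% = media-only wells without cells; nearly all actives have a fitted effect of over 55% in size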
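Viability by CellTiter-Glo luminescence after 48 h compound exposure at 37C of HT-1080-NT cells (750/well, RPMI, 5% FBS). % activity scaled between DMSO wells and medium-only wells, then curve-fitted and categorized by curve class.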
Active calls of the source: *; [ ] = remark or other dose. Unless noted, calls come from the whole dose curve; as a rule, active = well fitted curve in the direction sought with a large enough effect; inconclusive = small, poorly fitted or top-dose-only effect, or another doubt; inactive = no such curve, though single readings can be large; an effect the other way counts as inactive or inconclusive. No enrichment for hits; overall some 12% were active at least once.

Results for COc1ccc(CNC(=S)Nc2ccc(Br)cc2)cc1 ?
KB-3-1 cytotox: -14%; IL-1B inflam inh: 21; ATXN2 expr inh: -19%; SW480 rerep: -3%[9.22 µM]; HT1080 IDH1KD tx: -11%; WRN helicase inh: -27%; KB-V1 MDR tox: 2%; MCF10A rerep: -2%; HT1080NT lethal: -11%

Results for CCOC(=O)c1csc(-c2csc(CCNC(=O)c3ccccc3)n2)n1 ?
KB-3-1 cytotox: -2%; IL-1B inflam inh: -14; HT1080 IDH1KD tx: 4%; WRN helicase inh: 6%; KB-V1 MDR tox: -9%; HT1080NT lethal: 6%

How did N#CC1(NC(=O)CSc2nc3ccccc3s2)CCCCC1 do in these assays?
KB-3-1 cytotox: 5%; IL-1B inflam inh: -15; ATXN2 expr inh: 17%; SW480 rerep: -2%; HT1080 IDH1KD tx: -4%; WRN helicase inh: 6%; KB-V1 MDR tox: 16µM*; MCF10A rerep: 22%; HT1080NT lethal: 1%

What do the screens show for `CCCCn1nnnc1C(c1cc2ccccc2o1)N1CCN(C(=O)OC(C)(C)C)CC1` (centres undefined)?
KB-3-1 cytotox: inconclusive; IL-1B inflam inh: -15; ATXN2 expr inh: 0%; HT1080 IDH1KD tx: 3%; WRN helicase inh: -2%; KB-V1 MDR tox: -13%; HT1080NT lethal: inconclusive

Results for CN1/C(=N\O)c2cccc3cccc1c23 ?
KB-3-1 cytotox: inconclusive; IL-1B inflam inh: -3; ATXN2 expr inh: -20%; SW480 rerep: 19%; HT1080 IDH1KD tx: -18%; WRN helicase inh: -9%; KB-V1 MDR tox: inconclusive; MCF10A rerep: 18µM*; HT1080NT lethal: -22%

How did COCCNC(=O)Cn1nc(-c2ccccc2C)ccc1=O do in these assays?
KB-3-1 cytotox: 4%; IL-1B inflam inh: inconclusive; ATXN2 expr inh: -7%; SW480 rerep: -6%; HT1080 IDH1KD tx: -5%; WRN helicase inh: 7%; KB-V1 MDR tox: -13%; MCF10A rerep: 5%; HT1080NT lethal: -3%

How did COc1c(F)c(F)c(C(=O)Nc2c(C)cc(Br)cc2C)c(F)c1F do in these assays?
KB-3-1 cytotox: 0%; IL-1B inflam inh: 19; SW480 rerep: -1%; HT1080 IDH1KD tx: -6%; WRN helicase inh: -5%; KB-V1 MDR tox: 3%; MCF10A rerep: -1%; HT1080NT lethal: -5%

How did N#C/C(=C\c1cccc(Cl)c1)c1n[nH]c(Cn2cncn2)n1 do in these assays?
KB-3-1 cytotox: -2%; IL-1B inflam inh: -3; ATXN2 expr inh: 1%; SW480 rerep: -2%; HT1080 IDH1KD tx: 9%; WRN helicase inh: -1%; KB-V1 MDR tox: 19%; MCF10A rerep: -2%; HT1080NT lethal: 12%

What do the screens show for `COC(=O)c1scc2c(Oc3ccccc3)cc(C(F)(F)F)nc12`?
KB-3-1 cytotox: 3%; IL-1B inflam inh: -9; ATXN2 expr inh: -10%; SW480 rerep: 9%; HT1080 IDH1KD tx: -3%; WRN helicase inh: 6%; KB-V1 MDR tox: 3%; MCF10A rerep: 10%; HT1080NT lethal: 8%

How did COc1cccc(N2[C@@H](CC(C)=O)c3ccc(/C=C/C(C)=O)cc3S2(=O)=O)c1 do in these assays?
KB-3-1 cytotox: inconclusive; IL-1B inflam inh: -100*; ATXN2 expr inh: inconclusive; SW480 rerep: 11%; HT1080 IDH1KD tx: inconclusive; WRN helicase inh: -16%; KB-V1 MDR tox: inconclusive; MCF10A rerep: 21µM*; HT1080NT lethal: 10%

Arranged by molar mass (smallest number first): part of the list above
How did COCCNC(=O)Cn1nc(-c2ccccc2C)ccc1=O do in these assays?
KB-3-1 cytotox: 4%; IL-1B inflam inh: inconclusive; ATXN2 expr inh: -7%; SW480 rerep: -6%; HT1080 IDH1KD tx: -5%; WRN helicase inh: 7%; KB-V1 MDR tox: -13%; MCF10A rerep: 5%; HT1080NT lethal: -3%

How did N#CC1(NC(=O)CSc2nc3ccccc3s2)CCCCC1 do in these assays?
KB-3-1 cytotox: 5%; IL-1B inflam inh: -15; ATXN2 expr inh: 17%; SW480 rerep: -2%; HT1080 IDH1KD tx: -4%; WRN helicase inh: 6%; KB-V1 MDR tox: 16µM*; MCF10A rerep: 22%; HT1080NT lethal: 1%

Results for COc1ccc(CNC(=S)Nc2ccc(Br)cc2)cc1 ?
KB-3-1 cytotox: -14%; IL-1B inflam inh: 21; ATXN2 expr inh: -19%; SW480 rerep: -3%[9.22 µM]; HT1080 IDH1KD tx: -11%; WRN helicase inh: -27%; KB-V1 MDR tox: 2%; MCF10A rerep: -2%; HT1080NT lethal: -11%

What do the screens show for `COC(=O)c1scc2c(Oc3ccccc3)cc(C(F)(F)F)nc12`?
KB-3-1 cytotox: 3%; IL-1B inflam inh: -9; ATXN2 expr inh: -10%; SW480 rerep: 9%; HT1080 IDH1KD tx: -3%; WRN helicase inh: 6%; KB-V1 MDR tox: 3%; MCF10A rerep: 10%; HT1080NT lethal: 8%

How did COc1cccc(N2[C@@H](CC(C)=O)c3ccc(/C=C/C(C)=O)cc3S2(=O)=O)c1 do in these assays?
KB-3-1 cytotox: inconclusive; IL-1B inflam inh: -100*; ATXN2 expr inh: inconclusive; SW480 rerep: 11%; HT1080 IDH1KD tx: inconclusive; WRN helicase inh: -16%; KB-V1 MDR tox: inconclusive; MCF10A rerep: 21µM*; HT1080NT lethal: 10%

(continued)
Results for COc1ccc(C2N(c3cc(Cl)ccc3OC)C(=O)C3CCCN32)c(OC)c1 (centres undefined) ?
KB-3-1 cytotox: 0%; IL-1B inflam inh: 21; ATXN2 expr inh: -1%; SW480 rerep: 0%; HT1080 IDH1KD tx: 5%; WRN helicase inh: -3%; KB-V1 MDR tox: 21%; MCF10A rerep: -4%; HT1080NT lethal: 0%

What do the screens show for `OCC1(Cc2ccccc2)CCCN(Cc2c[nH]c3ccccc23)C1` (centres undefined)?
KB-3-1 cytotox: -2%; IL-1B inflam inh: -65*; ATXN2 expr inh: -18%; SW480 rerep: -1%; HT1080 IDH1KD tx: -4%; WRN helicase inh: 0%; KB-V1 MDR tox: -2%; MCF10A rerep: 0%; HT1080NT lethal: -17%

How did Cn1nnnc1SCC(=O)NCc1ccc2c(c1)OCO2 do in these assays?
KB-3-1 cytotox: 5%; IL-1B inflam inh: 5; ATXN2 expr inh: -5%; SW480 rerep: -15%; HT1080 IDH1KD tx: 12%; WRN helicase inh: 6%; KB-V1 MDR tox: -9%; MCF10A rerep: -2%; HT1080NT lethal: 20%

How did Cc1cc(C)nc(SCC(=O)N2CCCCC2)n1 do in these assays?
KB-3-1 cytotox: 0%; IL-1B inflam inh: -3; ATXN2 expr inh: -5%; SW480 rerep: -2%; HT1080 IDH1KD tx: -2%; WRN helicase inh: 0%; KB-V1 MDR tox: 17%; MCF10A rerep: 3%; HT1080NT lethal: -3%

How did CC1Sc2ccc(C(=O)NCc3cccc(C(F)(F)F)c3)cc2NC1=O (centres undefined) do in these assays?
KB-3-1 cytotox: -21%; IL-1B inflam inh: 26; ATXN2 expr inh: -15%; SW480 rerep: 7%; HT1080 IDH1KD tx: -8%; WRN helicase inh: -4%; KB-V1 MDR tox: inconclusive; MCF10A rerep: inconclusive; HT1080NT lethal: -8%

What do the screens show for `CC(=O)c1cc(CN2CCN(C(C)C)C(CCO)C2)cs1` (centres undefined)?
KB-3-1 cytotox: -4%; IL-1B inflam inh: -20; ATXN2 expr inh: 2%; SW480 rerep: inconclusive; HT1080 IDH1KD tx: 0%; WRN helicase inh: 11%[57.1 µM]; KB-V1 MDR tox: -2%; MCF10A rerep: -22%; HT1080NT lethal: -21%

What do the screens show for `Cc1ccc(S(=O)(=O)NCC(=O)OCC(=O)N(CCC#N)c2ccccc2)cc1`?
KB-3-1 cytotox: 2%; IL-1B inflam inh: 18; ATXN2 expr inh: 1%; SW480 rerep: -4%; HT1080 IDH1KD tx: 26%; WRN helicase inh: 4%; KB-V1 MDR tox: 0%; MCF10A rerep: -1%; HT1080NT lethal: 12%

How did CCn1ccnc1CN(C)Cc1cn(-c2cc(C)ccc2C)nc1-c1ccccc1 do in these assays?
KB-3-1 cytotox: 0%; IL-1B inflam inh: inconclusive; ATXN2 expr inh: -26%; SW480 rerep: -103%[inhibitor]; HT1080 IDH1KD tx: inconclusive; WRN helicase inh: 8%; KB-V1 MDR tox: -25%; MCF10A rerep: 14%; HT1080NT lethal: inconclusive

Results for O=C(Nc1ccccc1)C1CCN(C(=O)c2ccc(Br)cc2)CC1 ?
IL-1B inflam inh: -10; ATXN2 expr inh: 1%; SW480 rerep: -6%; HT1080 IDH1KD tx: 19%; WRN helicase inh: -10%; MCF10A rerep: -1%; HT1080NT lethal: -10%

What do the screens show for `CC(NC(=O)C(=O)NN=C1CCCC1)c1ccccc1` (centres undefined)?
KB-3-1 cytotox: 14%; IL-1B inflam inh: -9; ATXN2 expr inh: -8%; SW480 rerep: -1%; HT1080 IDH1KD tx: 12%; WRN helicase inh: 4%; KB-V1 MDR tox: -3%; MCF10A rerep: -3%; HT1080NT lethal: 12%
